Screening data from PubChem BioAssay.
p53ts 39C tox: cytotoxicity in p53ts cells at nonpermissive temperature; Potency, µM (top dose mostly 46.1 µM), for inactives: at the top dose activity change, negative = cell killing, usual class: cytotoxic; H1299-p53A138V viability at 39C, ATP luminescence, 24 h; 130,000 compounds, 1.5% hits; further: nearly all actives have a fitted effect of over 55% in size
Peg3 imprint: genomic imprint erasure induction; mouse ES Peg3-LacZ reporter, beta-gal luminescence, 40 h; Potency, µM (series often up to 60.7 µM), without a hit: at the highest dose activity change, positive = activation, actives largely listed as activators; 110,000 compounds, 0.02% hits; AID 1948;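 further: 0% = negative control wells on the plate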
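Readout: BetaGlo luminescence (5 min, room temp) for LacZ from the normally silent maternal Peg3 allele in female Peg3LacZ-Neo ES cells. Cells 300/well, 40 h, 37C, 5% CO2. Data normalized per plate to negative controls.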
IkB sig inh: suppresses IkB signaling in ABC-DLBCL reporter cells. ABC-DLBCL IkBa-CBG/CBR dual luciferase ratio, 4 h; response scale: scaled: untreated 0%, proteasome inhibitor 100%. Potency, µM (highest dose often 57.1 µM), for inactives: at the top dose IkBa stabilization activation. 110,000 compounds, 0.04% hits; active means well fitted curve in the direction sought with a large enough effect in the signal ratio, not every such curve was filed as active; inconclusive means small, poorly fitted or top-dose-only effect, or a change in a side signal; the % refers to the signal ratio;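 further: the direction sought is a rising ratio; 0% = basal untreated cells and 100% = reference inhibitor full response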
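In this assay, an IκBα–CBG68 fusion accumulates when IKK-driven degradation is blocked; native CBR normalizes for cell number. OCI-Ly3 cells were treated 4 h with compound and doxycycline, then green and red light read after Chroma-Glo addition.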
p53ts 32C tox: cytotoxicity in p53ts cells at permissive temperature. H1299-p53A138V at 32C, ATP luminescence viability, 24 h. Potency, µM (series often up to 46.1 µM), for the others: at the top dose activity change, negative = cytotoxicity, actives largely listed as cytotoxic. 130,000 compounds, 0.93% hits;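 further: 0% = DMSO and -100% = full killing by reference compound; nearly all actives have a fitted effect of over 55% in size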
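Cells: H1299 p53ts (A138V), 600/well, pre-incubated 16–30 h at 37C. Cpd up to 46 uM, 24 h, 32C. Readout: ATPlite luminescence, 20 min RT. Normalization: DMSO vs tamoxifen 100 uM. AC50 by Hill equation.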
* hit, by the source's call; ? = inconclusive; / = no result given; [ ] = another dose, or the depositor's remark. Unless noted, the call rests on the fitted dose curve; in most records, active means well fitted curve in the direction sought with a large enough effect; inconclusive means small, poorly fitted or top-dose-only effect, or another doubt; inactive means no such curve, though single readings can be large; an effect the other way counts as inactive or inconclusive. Unless noted, on the % scale 0 is the no-effect control and ±100 the full control effect; potency means the concentration at half of the fitted maximal effect. This is a random part of the collection; 1.7% or so of the library scored in one or more.

SMILES	p53ts 39C tox	Peg3 imprint	IkB sig inh	p53ts 32C tox
Cc1ccc(Cl)cc1N1CCN(C(=O)c2cc3ccc4cccnc4c3[nH]2)CC1	-7%	12%[10.9 µM]	0.7%	0%
CSc1nn(CC(=O)Nc2cc(C)ccc2C)c(N)c1S(=O)(=O)c1ccccc1	-5%	-9%[10.9 µM]	-1.0%	2%
CC1=C(C(=O)OC2CCCCC2)C(c2cccnc2)n2nnnc2N1 (stereo not drawn)	-6%	-12%	1.5%	21%
COc1ccc(NC(=O)Cn2nnnc2-c2ccccc2F)c(C)c1	-10%	-12%[10.9 µM]	1.2%	10%
CCc1nc2cccnc2n1-c1ccc(CC(=O)Nc2cccc(C)c2C)cc1	-1%	16%[10.9 µM]	?	-2%
COc1cc(CNC(=O)c2ccc3c(c2)N(C)C(=O)C2CCCCN32)cc(OC)c1OC (stereo not drawn)	1%	-8%[10.9 µM]	?	-3%
O=C(NC(=S)Nn1cnc2c(cnn2-c2ccccc2)c1=O)c1ccc(Cl)cc1	8%	/	/	-23%
CCCN(CCC)CCCNC(=O)C1CCN(c2nc3ccc(CC)cc3s2)CC1	?	15%[10.9 µM]	?	13µM*
Cc1nc(N2CCN(Cc3ccc4c(c3)OCO4)CC2)c2oc3ccccc3c2n1	-6%	-20%	?	5%
COc1cccc2sc(N(Cc3cccnc3)C(=O)C3COc4ccccc4O3)nc12 (stereo not drawn)	0%	13%[10.9 µM]	1.1%	-6%
CC(=O)c1cccc(NC(=O)CC(c2ccc(C)cc2)N2Cc3ccccc3C2=O)c1 (stereo not drawn)	-8%	11%[10.9 µM]	?	7%
COc1ccc(-n2nc(C(=O)N3CCC(C)CC3)c3c4ccccc4n(C)c3c2=O)cc1Cl	14%	12%[10.9 µM]	?	9%
Cc1c(Cl)cccc1NC(=O)CCn1c(=O)c2cccn2c2ccccc21	-26%	-6%[10.9 µM]	?	-6%
Cc1cccc(C(=O)Nc2ccccc2OCc2cc(=O)n3ccccc3n2)c1	-5%	7%[10.9 µM]	?	-7%
Cc1cc(NCc2ccccc2Cl)n2cnnc2n1	0%	-18%[10.9 µM]	2.5%	1%
CCCc1n[nH]c2c1C(=O)C(C(=O)OC)C(C)(C)C2 (stereo not drawn)	8%	1%	-0.8%	2%
COc1ccccc1-c1noc(-c2ccc(NCCc3ccccc3)c([N+](=O)[O-])c2)n1	-19%	-11%[10.9 µM]	-0.3%	-10%
COc1cccc(-c2cc(C(=O)Nc3cc(C)on3)no2)c1	9%	-21%	-0.1%	-22%
COc1ccc2nc(Nc3nc4cc5c(cc4s3)OCCO5)sc2c1	-18%	/	/	-18%
CSC1=NCCN1C(=O)c1ccc(S(=O)(=O)N2CCCCC2)cc1	1%	-5%	-0.2%	4%
O=c1[nH]c2c(n(C3CCCCC3)c1=O)CCC2	8%	-4%	0.7%	5%
CC(C)n1c(-c2cccs2)nc2ccccc21	-18%	/	/	-3%
COC(=O)c1[nH]c2cc(OC)ccc2c1NC(=O)CCN1CCCCC1	7%	-5%	-0.7%	7%
Cc1ccc(CCNC(=O)c2ccc3c(c2)N(Cc2cccc(C)c2)C(=O)c2ccccc2S3(=O)=O)cc1	-10%	13%[10.9 µM]	-1.0%	11%
COc1ccc2[nH]c3c(c2c1)CCn1c-3nc2ccccc2c1=O	?	-45%[inhibitor]	-1.3%	-26%

Part of the list above, with two lines to a compound.
Values run as follows: p53ts 39C tox | Peg3 imprint | IkB sig inh | p53ts 32C tox
Cc1nc(N2CCN(Cc3ccc4c(c3)OCO4)CC2)c2oc3ccccc3c2n1
  -6% | -20% | ? | 5%
COc1cccc2sc(N(Cc3cccnc3)C(=O)C3COc4ccccc4O3)nc12 (stereo not drawn)
  0% | 13%[10.9 µM] | 1.1% | -6%
CC(=O)c1cccc(NC(=O)CC(c2ccc(C)cc2)N2Cc3ccccc3C2=O)c1 (stereo not drawn)
  -8% | 11%[10.9 µM] | ? | 7%
COc1ccc(-n2nc(C(=O)N3CCC(C)CC3)c3c4ccccc4n(C)c3c2=O)cc1Cl
  14% | 12%[10.9 µM] | ? | 9%
Cc1c(Cl)cccc1NC(=O)CCn1c(=O)c2cccn2c2ccccc21
  -26% | -6%[10.9 µM] | ? | -6%
Cc1cccc(C(=O)Nc2ccccc2OCc2cc(=O)n3ccccc3n2)c1
  -5% | 7%[10.9 µM] | ? | -7%

Next section:
SMILES	p53ts 39C tox	Peg3 imprint	IkB sig inh	p53ts 32C tox
CCOc1ccccc1NC(=O)Cn1c(=O)n(Cc2cccs2)c(=O)c2cccnc21	-2%	-11%[10.9 µM]	-0.1%	5%
O=C(Oc1ccc(N2C(=O)CCC2=O)cc1)c1ccccc1	11%	/	/	-16%
O=C(CCC1N=C2c3ccccc3N=C(SCC(=O)Nc3ccc(F)cc3)N2C1=O)NCc1cccs1 (stereo not drawn)	-3%	-12%[10.9 µM]	?	14%
Cn1cccc1C(=O)N1CCC[C@@]2(CCN(c3ncccn3)C2)C1	-2%	/	2.2%[11.4 µM]	-1%
Cc1ccc(NC(=O)Cn2nc(-c3ccncc3)ccc2=O)cc1Cl	-28%	13%[10.9 µM]	2.0%	7%
O=C(COc1ccc(Cl)cc1)NCc1nnc(SCC(=O)NC2CCCCC2)o1	13%	-2%	1.1%	7%
Cn1nc(C(=O)Nc2cccnc2)c2ccccc2c1=O	5%	-13%	-3.5%	1%
COc1cc(NS(=O)(=O)c2ccc(NC(=O)c3cccc(F)c3)cc2)nc(OC)n1	2%	-9%[10.9 µM]	-1.7%	0%
Cc1cc(C)nc(N2CCCC(C(=O)NCc3cccc(C(F)(F)F)c3)C2)n1 (stereo not drawn)	9%	-4%	2.0%	-3%
CCOC(=O)c1nnn(-c2nonc2N)c1CNc1ccc(C)c(Br)c1	0%	-8%	?	-4%
Cc1cc(C)cc(-n2ccnc2SCC(=O)Nc2nc3ccc(C)cc3s2)c1	-9%	-5%[10.9 µM]	-1.4%	3%
Cc1noc2ncnc(NCCc3ccccc3)c12	-23%	-13%[10.9 µM]	?	2%
CC(=O)c1ccc(OCC(O)CN2C(C)(C)CC(O)CC2(C)C)cc1 (stereo not drawn)	-13%	-6%	0.2%	6%
Cc1c2cnn(CC(=O)NCc3ccc(F)cc3)c(=O)c2c(C)n1Cc1ccccc1Cl	?	-9%[10.9 µM]	2.8%	-17%
CCc1ccc(NC(=O)CN(c2ccc(C)cc2)S(=O)(=O)c2cccs2)cc1	19%	-7%[10.9 µM]	-1.8%	3%
COC(=O)c1ccccc1NC(=O)Cn1nc(C)c2nn(-c3ccc(Cl)cc3)c(C)c2c1=O	-17%	9%[10.9 µM]	-0.2%	4%
Cc1cc(NC(=O)CCCN2C(=O)c3cccnc3C2=O)no1	-6%	0%	0.5%	-4%
N/C(=N\OC(=O)COc1ccccc1Cl)c1ccc(Cl)cc1	-10%	/	/	-12%
Cc1nn(C(C)C(=O)N2CCN(c3ccc(F)cc3)CC2)c(=O)c2c1sc1ccccc12 (stereo not drawn)	-21%	-16%[10.9 µM]	?	-10%
Cc1ccc2c(CC(=O)Nc3c(C)n(C)n(-c4ccccc4)c3=O)coc2c1	7%	-10%	0.2%	11%
CCc1ccc2oc(C(=O)Nc3cc(Cl)ccc3OC)cc(=O)c2c1	4%	-8%[10.9 µM]	-0.4%	17%
CCC(C)n1c(=N)c(C(=O)NCc2ccccc2)cc2c(=O)n3cc(C)ccc3nc21 (stereo not drawn)	0%	-5%[10.9 µM]	-5.7%	-3%
Cc1nc(NC2=NCN(CCc3ccccc3)CN2)nc2ccccc12	10%	24%	8.1%	-8%
CCN1CSC(=S)N(Cc2ccc(OC)cc2)C1	28%	-28%	?	18%
COC(=O)c1c(C(=O)OC)c2n(c1C)Cc1ccccc1C2	2%	-6%	-1.7%	-2%
Next section:
SMILES	p53ts 39C tox	Peg3 imprint	IkB sig inh	p53ts 32C tox
CCC1=C(OC(=O)N(CC)CC)N2C(=O)OC(=NCc3ccccc3)[C@]2(C)[C@H]2C1=CC[C@H]1C(=O)N(CC(=O)OC)C(=O)[C@H]12	-3%	-12%	/	13%
CN(C(=O)c1c[nH]c2ccc(S(=O)(=O)Nc3cccc(C(F)(F)F)c3)cc2c1=O)C1CCCCC1	-24%	-8%[10.9 µM]	?	-4%
CCOc1ccccc1NC(=O)c1nc(S(=O)(=O)Cc2cccc(C)c2)ncc1Cl	3.2µM*	-40%[inhibitor][10.9 µM]	?	16µM*
O=C(CCNC(=O)c1ccc(Br)o1)NCc1ccc(Cl)cc1	5%	-6%	-0.5%	7%
CO[C@H]1/C=C/O[C@@]2(C)Oc3c(C)c(O)c4c(O)c(c5c(c4c3C2=O)NC2(CCN(CC(C)C)CC2)N=5)=NC(=O)/C(C)=C\C=C\[C@H](C)[C@H](O)[C@@H](C)[C@@H](O)[C@@H](C)[C@H](OC(C)=O)[C@@H]1C	6%	-8%	-4.0%	0%[1.84 µM]
CCN(CC)CCn1c(NCc2cccc(OC)c2)nc2ccccc21	-12%	-5%	0.0%	-1%
COc1cccc(-n2c(SCC(=O)N3CCCCC3)nc3c([nH]c4ccccc43)c2=O)c1	-13%	-9%[10.9 µM]	-0.8%	2%
Cc1c(NC(=O)C(C#N)=C2CCCCC2)c(=O)n(-c2ccccc2)n1C	-4%	-8%	0.9%	3%
CCC1Oc2ccc(C)cc2N(CC(=O)NCCCN2CCCCC2CC)C1=O (stereo not drawn)	4%	-35%[inhibitor]	-0.5%	-1%
Cc1nn2c(=O)cc(COC(=O)c3ccccc3NC(=O)C(C)Oc3ccccc3)nc2s1 (stereo not drawn)	-20%	-15%[10.9 µM]	5.5%	-10%
COc1ccc(OC)c(S(=O)(=O)NC2CCN(Cc3ccccc3)CC2)c1	0%	-15%	0.8%	9%
O=C(CSc1nnc(-c2cccs2)n1-c1ccccc1)c1ccc2c(c1)OCCO2	1%	0%	1.0%	-3%
CCc1cccc(C)c1Nc1c(-c2cccc(O)c2)nc2cnccn12	22%	9%[10.9 µM]	?	25%
O=C(Nc1c(C(=O)N2CCCCC2)cnn1-c1ccccc1)c1ccco1	-4%	7%	0.1%	-2%
Cc1cccc(Cn2c(NCC(C)O)nc3c2c(=O)n(C)c(=O)n3C)c1 (stereo not drawn)	7%	-27%	1.2%	4%
Oc1ccc(Cl)cc1Nc1nc2ccccc2n2cnnc12	6%	14%[10.9 µM]	0.5%	3%
COc1ccc(Oc2nc3c(c(=O)n(C)c(=O)n3C)n2Cc2ccccc2Cl)cc1	-2%	-14%[10.9 µM]	5.7%	6%
Cc1ccccc1CNC(=O)c1cccc(NC(=O)N2CCSc3ncccc32)c1	-13%	30%[10.9 µM]	?	-7%
CCC1Oc2ccc(C)cc2N(CC(=O)NCCCN2CCN(Cc3ccccc3)CC2)C1=O (stereo not drawn)	-1%	-10%	-1.0%	2%
CC1CCN(C(=O)Cn2cc(SCC(=O)NCc3ccccc3)c3ccccc32)CC1	-16%	-6%[10.9 µM]	1.7%	5%
COc1ccccc1C1SCCN1S(=O)(=O)c1cccc(C(F)(F)F)c1 (stereo not drawn)	1%	-11%	2.8%	-6%
COc1ccc(CNC(=O)Cn2nc(N3CCN(c4ccccc4)CC3)ccc2=O)c(OC)c1	-14%	2%[10.9 µM]	-2.0%	-1%
COc1cccc2cc(C(=O)N3CCN(C(=O)c4ccco4)CC3)c(=O)oc12	5%	14%	-0.7%	8%
COc1ccccc1CNC(=O)c1ccc(N2CCCC2)c(NC(=O)NCc2ccccc2)c1	-13%	-7%[10.9 µM]	?	-8%

Pulled one by one from the entries so far:
SMILES	p53ts 39C tox	Peg3 imprint	IkB sig inh	p53ts 32C tox
Cc1ccccc1CNC(=O)c1cccc(NC(=O)N2CCSc3ncccc32)c1	-13%	30%[10.9 µM]	?	-7%
CCC1Oc2ccc(C)cc2N(CC(=O)NCCCN2CCN(Cc3ccccc3)CC2)C1=O (stereo not drawn)	-1%	-10%	-1.0%	2%
